procasp3 activ: activators of human procaspase-3 D3A mutant, primary screen, biochemical, absorbance, PC-3 D3A mutant, single concentration; Caspase-3 (Homo sapiens), P42574; recombinant procaspase-3 D3A, Ac-DEVD-pNA absorbance 405 nm; activation, % at 8.5 µM; actives 0.11% (n = 330,000); AID 463141, 2010;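 active = activation above the mean of all tested compounds plus 3 SD, cut at about 21% in these data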;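 also: 0% = DMSO alone and 100% = DMSO wells spiked with extra 5 µM PC-3 D3A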
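Assay system – Procaspase-3 D3A mutant, all three cleavage aspartates alanine · Controls – DMSO-only low control, 5 µM PC-3 D3A high control · Schedule – 1 h compound preincubation, 2 h substrate hydrolysis at 25 °C · Signal – 405 nm absorbance of p-nitroaniline, reads at 0 and 120 min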
MEP2-GFP yeast: modulators of MEP2-GFP levels in yeast, primary screen, S. cerevisiae, multiplex flow cytometry, MLPCN library; S. cerevisiae MEP2-GFP strain, 3 h; 100% = DMSO control level; GFP response vs DMSO, % at 10 µM; actives 0.51% (n = 330,000); AID 2016, 2009;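 active = GFP response versus DMSO above a set limit, roughly screen mean plus 3 SD, cut at about 180% in these data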;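 also: median GFP fluorescence of the barcode-gated MEP2-GFP cells per well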
proCasp7 act: procaspase-7 activators, primary screen, counter-screen for procaspase-3 activator project, biochemical, absorbance, HTS, human. Caspase-7 (Homo sapiens), P55210. recombinant procaspase-7, Ac-DEVD-pNA absorbance 405 nm; D23A/D198A/D206A triple mutant, cannot self-cleave; scale: DMSO 0, 5 µM enzyme 100. activation, % at 8.5 µM. actives 0.093% (n = 330,000);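 active = percent activation above the screen-wide mean plus 3 SD, cut at about 25% in these data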
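Assay system – Uncleavable procaspase-7 mutant enzyme · Quantity – 2 µM procaspase-7 mutant as dispensed · Times – 1 h preincubation, 2 h reaction · Dosing – single nominal 8.5 µM compound dose, 0.8% DMSO final · Buffer or medium – Zinc-free 50 mM HEPES buffer, pH 7.4, with NaCl and Triton X-100 · Detection – Epi-absorbance of released pNA at 405 nm, two timepoints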
RPL19A-GFP yeast: RPL19A-GFP expression modulators in yeast, primary screen, cell-based, S. cerevisiae, multiplex flow cytometry, MLPCN; percent response vs DMSO, % at 10 µM; AID 2025, 2009; S. cerevisiae RPL19A-GFP strain, 3 h; active compounds read low; actives 0.3% (n = 330,000);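 active = percent response vs DMSO below 50%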;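 also: median channel GFP fluorescence of the barcoded RPL19A-GFP strain; ratio of sample median GFP to plate DMSO average so 100% = DMSO; lower means less RPL19A-GFP as with rapamycin TOR inhibition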
LAP4 TOR yeast: modulators of LAP4-GFP expression in yeast, primary screen, S. cerevisiae, multiplex flow cytometry, MLPCN library | 3 h; median GFP as percent of DMSO wells | GFP response vs DMSO, % at 10 µM | actives 0.34% (n = 320,000);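 active = GFP response vs DMSO above a set limit, about the screen mean plus 3 SD, cut at about 150% in these data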
AHR act: AHR activators, primary screen, cell-based, luminescence, luciferase reporter, human; AHR-responsive luciferase reporter cells; Aryl hydrocarbon receptor (Homo sapiens), P35869; actives 2.5% (n = 320,000); activation, % at 5 µM; in the data active = activation above about 47%;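 also: 0% = vehicle wells and 100% = reference agonist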
ZTA counter: ZTA (EBV) inhibition in EBNA-1 counter-screen; P03206; ZTA-DNA binding, fluorescence polarization; inhibition, % at 11 µM; actives 0.15% (n = 320,000); in the data active = inhibition above about 33%
EBNA-1 inh: EBNA-1 DNA-binding inhibitors, primary screen, biochemical, fluorescence polarization. inhibition, % at 14.8 µM. actives 0.34% (n = 300,000); in the data active = inhibition above about 28%
Active calls of the source: *; · = no result given; [ ] = another dose, or the depositor's remark. Not all compounds are listed (hit frequency here may not be typical).

no. | smiles | procasp3 activ | MEP2-GFP yeast | proCasp7 act | RPL19A-GFP yeast
1 | CC1=C(C(=O)Nc2ccccc2)S(=O)(=O)CCO1 | -4 | 98 | -7 | 98
2 | C[C@]12CC[C@H](O)CC1=CCC1C2CC[C@]2(C)C(=O)[C@H](Br)CC12 (some centres not stated) | -4 | 91 | 9 | 96
3 | Cc1nn(Cc2ccccc2Cl)c(C)c1C(=O)OCC(=O)NC1CCS(=O)(=O)C1 (configuration not stated) | -5 | 101 | -4 | 102
4 | O=C(/C=C/C=C/c1ccccc1)CC1(O)C(=O)Nc2ccccc21 (configuration not stated) | 0 | 112 | -2 | 106
5 | CC(C)N1C(=O)CC2(CC[N+](C)(CCOC(=O)C(O)(c3ccccc3)c3ccccc3)CC2)C1=O (configuration not stated) | -7 | 99 | 0 | 101
6 | Fc1ccc2c(c1)nnn2C1CCN(Cc2c(Cl)cccc2Cl)CC1 | 6 | 88 | -5 | 97
7 | CCOC(=O)C1C2c3ccccc3O[C@@]1(C)N=C1SCC(=O)N12 (some centres not stated) | 3 | 103 | -1 | 99
8 | CN1CCC(OC(=O)c2cccc(F)c2)CC1 | -1 | 95 | 5 | 98
9 | c1ccc(CCn2nnnc2CN2CCC(n3nnc4ccccc43)CC2)cc1 | -2 | 101 | 6 | 102
10 | CN1CC(C#N)C2(O)c3ccccc3CCC2C1 (configuration not stated) | 0 | 113 | -1 | 105
11 | COc1ccccc1NC(=O)N1C[C@@H]2C[C@@H](C1)c1cccc(=O)n1C2 | 4 | 104 | 7 | 97
12 | CN1C(=O)C(=Cc2ccc(Sc3ccccc3)o2)C(=O)N(C)C1=O | -8 | 82 | -2 | 90
13 | O=Cc1cn(CCCOc2ccccc2)c2ccccc12 | 6 | 110 | 2 | 108
14 | O=c1ccc2cc3ccoc3c(O)c2o1 | 1 | 107 | -8 | 110
15 | CN(C)c1cccc2c(C#N)ccc(N(C)C)c12 | -4 | 95 | 7 | 88

no. | LAP4 TOR yeast | AHR act | ZTA counter | EBNA-1 inh
1 | 103 | -3 | -1 | 3
2 | 103 | 0 | · | ·
3 | 103 | 0 | 1 | -8
4 | 117 | 13 | 8 | 5
5 | 98 | 1 | -3 | 11
6 | 93 | 11 | 20 | 0
7 | 102 | 1 | -10 | -4
8 | 100 | 3 | 9 | -7
9 | 98 | -1 | 14 | -3
10 | 101 | -2 | -12 | -5
11 | 100 | -1 | -5 | -2
12 | 121 | -2 | -4 | -6
13 | 99 | -1 | -17 | -12
14 | 106 | 12 | · | ·
15 | 88 | 1 | 10 | -8

The listing continues:
no. | smiles | procasp3 activ | MEP2-GFP yeast | proCasp7 act | RPL19A-GFP yeast
16 | O=c1c2ccccc2nc(C[n+]2ccccc2)n1-c1cccc(C(F)(F)F)c1 | 6 | 106 | 0 | 102
17 | Cc1cc(C)nc(-n2c(C)nc3cc(Cl)ccc3c2=O)c1 | 14 | 100 | 8 | 97
18 | CCCC12CN3CC(CCC)(CN(C1)C3c1ccccn1)C2=O (configuration not stated) | 1 | 100 | 4 | 101
19 | Cc1c(Cl)cccc1NC(=S)N1CC2CC(C1)c1cccc(=O)n1C2 (configuration not stated) | 5 | 110 | -1 | 110
20 | CCCOC(=O)c1c(N)n(Cc2cccs2)c2nc3ccccc3nc12 | 48* | 98 | 6 | 92
21 | CCOP(=O)(OCC)C(NC(=O)c1ccccc1Cl)=C(Cl)Cl | -6 | 100 | 3 | 100
22 | c1ccc2c(c1)CC1CNCc3cccc(c31)S2 (configuration not stated) | -3 | 112 | -8 | 104
23 | COc1ccc(Cn2c(O)c(C=NCCN3CCOCC3)c(=O)[nH]c2=O)cc1 | -1 | 104 | -1 | 101
24 | CCCCCn1c(=O)c(C(=O)NC(C)c2ccccc2)c(O)c2ccccc21 (configuration not stated) | 7 | 92 | 5 | 100
25 | C[N+](C)(C)CC#CCOC(=O)Nc1cccc(Cl)c1 | 2 | 99 | -9 | 100
26 | CCN1CCN(S(=O)(=O)c2cnc(Cl)c(Br)c2)CC1 | -1 | 99 | -3 | 101
27 | Cc1cc(OCC(=O)N2CCC(C(=O)O)CC2)c2c3c(c(=O)oc2c1)CCCC3 | 0 | 104 | 0 | 98
28 | CN1C(=O)N(C)C(=O)C2(Cc3ccccc3N3CCCC32)C1=O (configuration not stated) | 6 | 109 | 6 | 98
29 | CN1C2CCC1CC(OC(=O)c1ccc(Cl)cc1)C2 (configuration not stated) | 4 | 110 | 3 | 102
30 | COc1ccc([C@@H](O)[C@@H](N)c2ccccc2)cc1 | 2 | 89 | 0 | 98

no. | LAP4 TOR yeast | AHR act | ZTA counter | EBNA-1 inh
16 | 97 | 3 | -15 | 7
17 | 94 | 27 | 6 | 4
18 | 108 | -2 | 0 | 8
19 | 102 | 0 | -2 | -3
20 | 96 | 10 | 6 | -4
21 | 101 | 3 | 7 | -8
22 | 105 | 0 | 9 | -8
23 | 104 | -6 | 2 | -1
24 | 79 | 4 | 2 | -3
25 | 105 | -3 | 9 | 9
26 | 92 | 0 | 4 | 0
27 | 105 | 0 | -2 | -13
28 | 105 | -1 | -11 | -11
29 | 102 | 1 | -14 | -3
30 | 104 | 1 | 5 | 8

(listing goes on)
no. | smiles | procasp3 activ | MEP2-GFP yeast | proCasp7 act | RPL19A-GFP yeast
31 | CCOc1ccc(NC(=O)c2ccc(NC(=O)COC(=O)Cc3ccccc3)cc2)cc1 | -1 | 108 | 1 | 105
32 | CC(C)(C)C(=O)c1cn(CC(=O)NCc2ccco2)c2ccccc12 | 5 | 90 | -1 | 92
33 | COC(=O)C1=C(c2ccc(-c3ccccc3)c(F)c2)C[C@@H]2CC[C@H]1N2C(=O)N1CCC(C)CC1 | 7 | 94 | 2 | 94
34 | CCC1C(C#N)=C(N)Oc2c1c(=O)oc1ccccc21 (configuration not stated) | -3 | 107 | -7 | 107
35 | O=C(CN1CCOCC1)Nc1ccc(Br)cc1C(=O)c1ccccc1 | -5 | 104 | -1 | 98
36 | CCN(CC)c1nc2c(C)cccn2c(=O)c1C=C1C(=O)NC(=O)NC1=O | -2 | 88 | -15 | 95
37 | COc1ccc(CCn2c(O)c(C=NCCCO)c(=O)[nH]c2=O)cc1OC | 5 | 97 | 4 | 97
38 | CCCCn1c(=O)c(C(=O)Nc2ccccc2)c(O)c2ccccc21 | -1 | 91 | 5 | 91
39 | COc1ccc(OC)c(NC2=NCCCS2)c1 | 13 | 105 | 6 | 100
40 | NCC(CC(=O)O)c1ccc(Cl)cc1 (configuration not stated) | -3 | 110 | -4 | 109
41 | N#Cc1ccc(Cn2cc(C(=O)c3ccco3)c3ccccc32)cc1 | 7 | 101 | 3 | 97
42 | O=c1c2ccccc2nc(CSc2ncnc3nc[nH]c23)n1-c1ccc(Cl)c(Cl)c1 | 5 | 97 | 2 | 95
43 | COC(=O)C1=CO[C@@H](C)[C@@H]2CN3CC[C@@]4(C(=O)Nc5ccccc54)[C@@H]3C[C@H]12 | 2 | 96 | 4 | 94
44 | Cc1ncc(CNC(=O)N(CCCl)N=O)c(N)n1 | -7 | 113 | 4 | 99
45 | O=C(c1ccccc1)c1ccc(N=Nc2c(O)[nH]c(=O)[nH]c2=O)cc1 | -6 | 227*[may fluoresce violet] | 8 | 100[may fluoresce violet]

no. | LAP4 TOR yeast | AHR act | ZTA counter | EBNA-1 inh
31 | 93 | 28 | 7 | -4
32 | 94 | 12 | -11 | -8
33 | 98 | -4 | 4 | ·
34 | 90 | 0 | 0 | -3
35 | 105 | 2 | 0 | -7
36 | 98 | 3 | -5 | -16
37 | 90 | -3 | -13 | -2
38 | 95 | 12 | -1 | -2
39 | 99 | -2 | -6 | -3
40 | 107 | -2 | -13 | -5
41 | 102 | 2 | 1 | 14
42 | 93 | 0 | -11 | -2
43 | 90 | 1 | -9 | -10
44 | 110 | -3 | -5 | 2
45 | 75[may fluoresce violet] | 1 | 3 | 1

Following part
no. | smiles | procasp3 activ | MEP2-GFP yeast | proCasp7 act | RPL19A-GFP yeast
46 | CC[C@H](C)/C=C(C)/C=C/C1=CC2=C(Cl)C(=O)[C@@](C)(OC(C)=O)C(=O)C2=CO1 | -10 | 79 | -8 | 28*
47 | NNCc1cccc(O)c1 | -5 | 98 | -10 | 99
48 | Cc1cccc(N2C(=O)NC(=O)/C(=C/c3cc4c(cc3[N+](=O)[O-])OCO4)C2=O)c1 | -12 | 98 | -12 | 102
49 | COC(=O)C1=C(c2ccc(-c3ccccc3)c(F)c2)C[C@@H]2CC[C@H]1N2C(=O)NCCOc1ccccc1Cl | 8 | 101 | -1 | 102
50 | Cc1ccc(-n2c(C)cc(/C=C3\C(=O)NC(=O)N(C)C3=O)c2C)cc1C | -2 | 97 | -7 | 100
51 | CN(CCc1nnc(N)s1)[N+](=O)[O-] | 5 | 95 | 2 | 96
52 | CN(C)c1ccc(C=C2C(=O)NC(=S)NC2=O)cc1[N+](=O)[O-] | -2 | 101 | 0 | 100
53 | CC1=CC(C)C(COC(N)=O)(COC(N)=O)C(C)C1 (configuration not stated) | -3 | 94 | -2 | 100
54 | CCOC(=O)c1sc(/N=C/c2c(O)n(-c3cccc(C)c3)c(=O)[nH]c2=O)c(C#N)c1C | -5 | 112 | -14 | 104
55 | CCC(=NCc1ccc(F)cc1)c1c(O)n(C)c(=O)n(C)c1=O | 11 | 88 | 2 | 95
56 | Cc1cccc(N2C(=O)NC(=O)/C(=C/c3ccc([N+](=O)[O-])o3)C2=O)c1 | -14 | 98 | -7 | 99
57 | O=c1c2ccccc2nc(CNc2ccccc2)n1-c1ccccc1 | 0 | 98 | 1 | 99
58 | CC(C)Cn1cc(C(=O)N2CCC3(CC2)OCCO3)c2c3ccccc3n(C)c2c1=O | -6 | 99 | -2 | ·
59 | Cn1c(=O)cc(OCC(=O)N2CCC3(CC2)OCCO3)c2ccccc21 | 8 | 107 | 6 | 104
60 | O=C(O)Cc1cnc[nH]1 | 4 | 95 | 11 | 98
61 | CC(=O)[C@H]1CCC2C3CC[C@H]4C[C@@H](O)CC[C@]4(C)C3CC[C@@]21C (some centres not stated) | 2 | 90 | 1 | 100
62 | COc1ccc(CCNCc2ccccc2)cc1 | 6 | 230*[may fluoresce violet] | -6 | 60[may fluoresce violet]
63 | Clc1ccc(CNCCc2ccc3c(c2)OCO3)cc1 | 0 | 102 | 19 | 105

no. | LAP4 TOR yeast | AHR act | ZTA counter | EBNA-1 inh
46 | 75 | -1 | 16 | 12
47 | 129 | 4 | -6 | 3
48 | 106 | 4 | -6 | -9
49 | 106 | 1 | 7 | ·
50 | 87 | 4 | -1 | 1
51 | 84 | -2 | -3 | -10
52 | 97 | 1 | 12 | 2
53 | 99 | 4 | -9 | -15
54 | 108 | 30 | 2 | -4
55 | 90 | -1 | 2 | 6
56 | 106 | 2 | 37* | 18
57 | 111 | 14 | -1 | -3
58 | 98 | -1 | 16 | 5
59 | 107 | 10 | -14 | -6
60 | 105 | -3 | 5 | -5
61 | 93 | 0 | · | ·
62 | 67[may fluoresce violet] | 1 | -12 | -15
63 | 85 | 2 | -5 | -11
